# Screening results from PubChem.
# ASAP1 GAP inh – inhibitors of human ASAP1 ArfGAP activity; inhibition, % at 16.5 µM; AID 624377; ASAP1-stimulated ARF1 GTP hydrolysis, GDP FP detection; Q9ULH1; hit rate 0.19% among 360,000; in the data active = inhibition above about 25%;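 also: 0% = vehicle with enzyme and substrate and 100% = no enzyme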
# LEDGF integ inh – blocks HIV-1 LEDGF/p75-dependent DNA integration; TR-FRET IN-LEDGF/p75 DNA integration, Eu/Cy5; inhibition, % at 3.7 µM; hit rate 0.64% among 370,000; AID 743269;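 active = inhibition above the screen-wide mean plus 3 SD, cut at about 13% in these data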;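 also: signal is the Cy5 over europium emission ratio at 671 and 618 nm; 0% = plate median of compound wells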
# ADAM17 inh – inhibitors of human ADAM17; AID 720648; hit rate 0.83% among 370,000; recombinant ADAM17, EDANS/DABCYL FRET peptide cleavage; inhibition, % at 6.95 µM;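 active = inhibition above the mean of compounds lying between control limits plus 3 SD, set per campaign, cut at about 8.5% in these data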;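 also: 0% = DMSO-only wells as the low control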
# PLC-gamma1 inh – blocks human PLC-gamma1 enzyme activity | purified PLC-gamma1, fluorogenic substrate, fluorescence | hit rate 0.84% among 370,000 | inhibition, % at 12.2 µM | AID 720700; in the data active = inhibition above about 9.5%
# DDE Tn6 FP inh – DD(E)-Tn6 binding inhibition, primary FP screen | P02675 | Fibrin DD(E) TRITC-Tn6 fluorescence polarization displacement | inhibition, % at 8.3 µM | hit rate 0.21% among 370,000 | AID 720509;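 active = inhibition above a per-campaign cutoff: mean of compounds within control limits plus 3 SD, cut at about 15% in these data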;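 also: 0% = median of all compound wells on the plate and 100% = blocking peptide control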
# ADAM10 inh – inhibits human ADAM10. AID 720582. O14672. recombinant ADAM10, EDANS/DABCYL FRET peptide cleavage, 3 h. inhibition, % at 7 µM. hit rate 0.62% among 370,000;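 active = inhibition above a per-campaign cutoff equal to the mean of compounds falling between control-based bounds plus 3 SD, cut at about 20% in these data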;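 also: 0% = DMSO wells while the 100% control is not disclosed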
# Target sequence (O14672 214-748 limits assumed): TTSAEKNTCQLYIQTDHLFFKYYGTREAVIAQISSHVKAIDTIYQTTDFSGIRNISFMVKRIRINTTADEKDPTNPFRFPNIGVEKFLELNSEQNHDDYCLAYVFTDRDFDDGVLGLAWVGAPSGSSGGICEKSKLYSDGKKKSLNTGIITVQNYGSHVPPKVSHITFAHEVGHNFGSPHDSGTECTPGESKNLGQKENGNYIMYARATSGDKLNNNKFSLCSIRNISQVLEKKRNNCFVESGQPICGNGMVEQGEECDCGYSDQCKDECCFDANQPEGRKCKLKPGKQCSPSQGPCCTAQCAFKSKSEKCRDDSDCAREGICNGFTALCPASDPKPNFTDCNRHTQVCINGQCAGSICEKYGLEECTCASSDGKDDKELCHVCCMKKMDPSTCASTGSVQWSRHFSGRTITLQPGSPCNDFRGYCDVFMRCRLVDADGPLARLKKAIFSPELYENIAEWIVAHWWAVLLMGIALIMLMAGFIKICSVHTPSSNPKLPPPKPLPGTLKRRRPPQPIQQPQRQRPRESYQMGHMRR
# ARFGAP1 inhibitor – inhibitors of rat ARFGAP1. Arfgap1-stimulated ARF1 GTP hydrolysis, GDP FP detection. inhibition, % at 16.5 µM. hit rate 0.26% among 360,000. Q62848;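 active = inhibition above a per-plate limit, mean inhibition of low control wells plus 3 SD, cut at about 25% in these data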;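 also: 0% = DMSO wells with enzyme and 100% = wells lacking Arfgap1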
# Target sequence (Q62848 1-136 limits assumed): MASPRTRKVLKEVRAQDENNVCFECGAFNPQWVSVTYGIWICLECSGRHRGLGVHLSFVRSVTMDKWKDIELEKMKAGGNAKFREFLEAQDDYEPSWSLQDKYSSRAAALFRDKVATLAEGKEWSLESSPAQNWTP
#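 Material – truncated rat Arfgap1 GAP domain · Buffer or medium – HEPES-based buffer, pH 7.5 · Reagent – human ARF1(Δ1-17)-GTP substrate · Dosing – 16.5 µM single point, 1.26% DMSO · Schedule – GTP hydrolysis reaction 2 h at 25 °C · Technique – GDP detection by fluorescence polarization · Benchmarks – No-Arfgap1 wells (100%) versus DMSO full-reaction wells (0%) · Repeats – single replicate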
# DDE Tn7 FP inh – disrupts Tn7 cyclic peptide binding to fibrin D-Dimer-E complex; P02675; FP displacement of FITC-Tn7 peptide from fibrin DD(E); 0% = median of compound wells per plate; inhibition, % at 8.3 µM; hit rate 0.13% among 370,000;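 active = inhibition above the mean of compounds falling within the control limits plus 3 SD of them, cut at about 14% in these data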;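 also: 0% = plate median of compound wells and 100% = 10 µM Aha-Tn7 peptide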
#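 Test system – human fibrin DD(E) · Times – 10 min preincubation, 3 h with tracer, room temperature · Detection – fluorescence polarization of the labelled Tn7 tracer · Measure – percent inhibition normalized to high-control wells · Benchmarks – high control wells with 10 µM unlabelled Aha-Tn7 peptide (full inhibition) · Repeats – singlicate testing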
# KLK7 zymogen act – proKLK7 (human) activation, primary screen. P49862. purified proKLK7, EDANS-DABCYL substrate fluorescence; 100% is mature enzyme control, 0% vehicle. activation, % at 7 µM. hit rate 0.9% among 370,000;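 active = activation above the mean of all tested compounds plus 3 SD, computed per campaign excluding outliers beyond control limits, cut at about 13% in these data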
# TDP2 absorb – blocks human TDP2 phosphodiesterase activity; inhibition, % at 12.8 µM; recombinant TDP2, T5PNP hydrolysis, p-nitrophenol absorbance 415 nm; hit rate 0.34% among 370,000; O95551;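 active = inhibition above the mean of all tested compounds plus 3 SD, set per campaign, cut at about 25% in these data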;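 also: 0% = DMSO with enzyme and 100% = buffer with substrate but no TDP2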
# Target sequence (O95551 whole entry, looked up): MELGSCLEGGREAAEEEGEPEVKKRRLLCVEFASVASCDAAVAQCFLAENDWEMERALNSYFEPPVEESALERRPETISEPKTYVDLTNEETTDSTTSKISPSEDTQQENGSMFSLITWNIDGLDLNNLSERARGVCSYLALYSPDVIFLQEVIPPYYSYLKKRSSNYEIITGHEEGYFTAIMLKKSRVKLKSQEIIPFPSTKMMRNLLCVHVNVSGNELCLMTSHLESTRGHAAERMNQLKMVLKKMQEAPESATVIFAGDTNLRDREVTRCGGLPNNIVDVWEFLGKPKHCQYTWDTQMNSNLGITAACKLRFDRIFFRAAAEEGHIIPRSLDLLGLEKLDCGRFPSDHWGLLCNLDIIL
#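 Test system: human TDP2 enzyme; Input: 120 nM TDP2 per well; Buffer or medium: Mg2+-containing Tris-HCl buffer, pH 7.5; Reagent: 5 mM T5PNP; Dosing: 12.8 µM single point, 1% DMSO; Incubation: reaction 2 h, 37 °C; Detection: p-Nitrophenol epi absorbance; Read-out: % inhibition relative to enzyme-containing and enzyme-free wells; Replicates: single well per compound.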
# Starred values were filed as active, the others as inactive.
item	structure	ASAP1 GAP inh	LEDGF integ inh	ADAM17 inh	PLC-gamma1 inh	DDE Tn6 FP inh
1	COC(=O)COc1ccc(S(=O)(=O)NCc2cccnc2)cc1C	1	-3	-1	-2	11
2	CCC(C)(C)n1nnnc1C(c1cc2cc(C)cc(C)c2[nH]c1=O)N1CCN(Cc2ccc3c(c2)OCO3)CC1 (centres undefined)	22	-3	-15	-16	-10
3	COc1cc(/C=N/NC(=O)CC2(C)OCCO2)cc(Br)c1O	-10	-2	-71	-34	-3
4	CCOC(=O)c1cc(CC)sc1NC(=O)C(c1ccccc1)c1ccccc1	4	-4	1	4	11
5	COc1cc(OC)cc(C(=O)Nn2cc(C(=O)Nc3ccccc3F)c3ccccc3c2=O)c1	2	0	4	3	1
6	CCOc1ccc(-c2nnc(SCC(=O)N3CCNC3=O)o2)cc1	3	2	-1	0	-1
7	Cc1ccc(C(=O)OCC(=O)NC2CCCCC2)o1	-1	-2	-1	-2	3
8	COc1ccc(-n2c(-c3ccc(Cl)cc3)c[nH]c2=S)cc1	2	3	5	1	-7
9	Cc1ccccc1C(=O)c1c[nH]c(C(=O)NCc2ccco2)c1	8	1	0	1	0
10	O=C(O)Cc1ccc(NC(=O)C(c2ccccc2)c2ccccc2)cc1	-8	1	0	3	1

item	ADAM10 inh	ARFGAP1 inhibitor	DDE Tn7 FP inh	KLK7 zymogen act	TDP2 absorb
1	3	2	2	-0.8	-4
2	-59	11	-3	-0.2	-10
3	-251	6	0	0.0	9
4	2	5	2	-0.1	3
5	2	-6	4	0.3	-4
6	-1	9	-7	0.4	2
7	7	-5	12	-0.5	2
8	8	-3	2	-0.3	-5
9	6	-2	-4	0.4	6
10	0	-9	-6	0.5	6

# The list goes on:
item	structure	ASAP1 GAP inh	LEDGF integ inh	ADAM17 inh	PLC-gamma1 inh	DDE Tn6 FP inh
11	O=C(CSc1nnc(-c2ccncc2)n1-c1ccccc1)NCC1CCCO1 (centres undefined)	-3	0	-1	-12	10
12	CC(NC(=O)CCNC(=O)c1ccc(C(C)(C)C)cc1)c1ccccc1 (centres undefined)	7	-2	-7	2	5
13	Fc1ccc(N2CCN(Cc3cnc(Cl)s3)CC2)cc1	-4	0	-1	-2	1
14	COc1ccc(/C=N/n2c(C3CCCCC3)n[nH]c2=S)c(OC)c1	12	-5	-2	1	6
15	CCNC(=S)NNC(=O)c1cc(-c2cccc(C)c2)nc2ccccc12	-1	-8	-19	-30	-8
16	O=S(=O)(NCc1ccccc1)c1ccc(Cl)c(S(=O)(=O)NCc2ccccc2)c1	15	1	3	6	-4
17	Cc1occc1C(=O)NC(C)C(C)(C)C (centres undefined)	-20	2	-2	0	-4
18	COC(=O)c1cc(Cl)c(NC(=O)/C=C/c2ccc(OC)cc2)cc1OC	-8	-3	5	1	0
19	CCOC(=O)C1CCCN(C(=O)CCc2nnc(-c3ccc(C(C)=O)s3)o2)C1 (centres undefined)	-13	-2	-2	0	6
20	Cc1csc(NC(=O)COc2ccc3c(C)cc(=O)oc3c2)n1	0	1	-18	-4	0

item	ADAM10 inh	ARFGAP1 inhibitor	DDE Tn7 FP inh	KLK7 zymogen act	TDP2 absorb
11	-8	-19	0	0.3	3
12	-7	6	3	-0.2	4
13	-9	-4	-3	0.3	7
14	5	10	0	0.5	9
15	-82	-14	-7	0.3	-17
16	-2	12	-2	-0.4	-3
17	2	0	2	0.5	-12
18	-6	17	-1	-0.6	-11
19	-5	3	-5	0.4	8
20	-54	-4	2	-1.9	-8

# A different layout for some results above.
# Results follow in this order: ASAP1 GAP inh, LEDGF integ inh, ADAM17 inh, PLC-gamma1 inh, DDE Tn6 FP inh, ADAM10 inh, ARFGAP1 inhibitor, DDE Tn7 FP inh, KLK7 zymogen act, TDP2 absorb
(12) CC(NC(=O)CCNC(=O)c1ccc(C(C)(C)C)cc1)c1ccccc1 (centres undefined)
    7, -2, -7, 2, 5, -7, 6, 3, -0.2, 4
(13) Fc1ccc(N2CCN(Cc3cnc(Cl)s3)CC2)cc1
    -4, 0, -1, -2, 1, -9, -4, -3, 0.3, 7
(14) COc1ccc(/C=N/n2c(C3CCCCC3)n[nH]c2=S)c(OC)c1
    12, -5, -2, 1, 6, 5, 10, 0, 0.5, 9
(15) CCNC(=S)NNC(=O)c1cc(-c2cccc(C)c2)nc2ccccc12
    -1, -8, -19, -30, -8, -82, -14, -7, 0.3, -17
(16) O=S(=O)(NCc1ccccc1)c1ccc(Cl)c(S(=O)(=O)NCc2ccccc2)c1
    15, 1, 3, 6, -4, -2, 12, -2, -0.4, -3
(17) Cc1occc1C(=O)NC(C)C(C)(C)C (centres undefined)
    -20, 2, -2, 0, -4, 2, 0, 2, 0.5, -12
(18) COC(=O)c1cc(Cl)c(NC(=O)/C=C/c2ccc(OC)cc2)cc1OC
    -8, -3, 5, 1, 0, -6, 17, -1, -0.6, -11
(19) CCOC(=O)C1CCCN(C(=O)CCc2nnc(-c3ccc(C(C)=O)s3)o2)C1 (centres undefined)
    -13, -2, -2, 0, 6, -5, 3, -5, 0.4, 8
(20) Cc1csc(NC(=O)COc2ccc3c(C)cc(=O)oc3c2)n1
    0, 1, -18, -4, 0, -54, -4, 2, -1.9, -8

# Next section:
item	structure	ASAP1 GAP inh	LEDGF integ inh	ADAM17 inh	PLC-gamma1 inh	DDE Tn6 FP inh
21	O=C(Nc1ccccc1N1CCCC1)C1CCN(C(=O)c2ccc(Cl)cc2)CC1	-2	4	5	2	11
22	Cc1cccc(Nc2nc(-c3ccc4c(c3)OCCO4)cs2)c1	17	-3	-7	-17	-1
23	CCN(Cc1nc2ccccc2c(=O)[nH]1)Cc1cc(=O)oc2cc(C)c(C)cc12	7	3	1	2	7
24	O=C(CNC(=O)c1cccc(Cl)c1)NCCCSc1ccccc1	13	-1	1	3	6
25	COc1ccc(C(=O)CCC(=O)N2CCN(c3ccccc3)CC2)cc1	-2	5	1	3	-13
26	CCCCC(=O)NC(=S)Nc1cc(C(=O)O)ccc1Cl	-5	0	-2	1	8
27	CCc1ccc(C2C(C#N)=C(N)N(N(C)C)C3=C2C(=O)CCC3)s1 (centres undefined)	6	0	-2	-6	1
28	CCN(CC)S(=O)(=O)c1ccc2c(c1)c(=O)c(C(=O)NCCOC)cn2C	5	8	-2	4	2
29	CN(C(=O)Cn1nnc2ccccc2c1=O)C1CCCCC1	-3	-3	-3	1	-3
30	CCOc1ccccc1Nc1nc(-c2sc(NC(=O)c3cccc(Cl)c3)nc2C)cs1	-7	-2	0	-5	6

item	ADAM10 inh	ARFGAP1 inhibitor	DDE Tn7 FP inh	KLK7 zymogen act	TDP2 absorb
21	1	-2	-1	0.1	1
22	4	26*	5	-0.3	6
23	-2	-2	1	-0.8	-9
24	-3	-12	-1	0.0	14
25	-1	6	-1	0.4	-3
26	-2	6	4	-0.5	7
27	0	-5	3	-0.3	-9
28	-6	2	-2	0.7	0
29	-8	0	-5	-0.1	1
30	1	-4	-1	0.1	8

# The list continues.
item	structure	ASAP1 GAP inh	LEDGF integ inh	ADAM17 inh	PLC-gamma1 inh	DDE Tn6 FP inh
31	COc1ccc(CNC(=O)[C@H](C)NC(=O)C2CCN(C(=O)[C@@H](N)Cc3ccccc3)CC2)cc1	6	-2	1	2	-3
32	C=CCn1c(O)c(N=NC(=O)OC(C)(C)C)c2ccccc21	8	-2	-2	1	-3
33	COCc1[nH]nc2c1C(c1ccsc1)C(C#N)=C(N)O2 (centres undefined)	3	-4	-4	-3	-1
34	CCC(C)NC(=O)COCc1cc(-c2ccc3c(c2)OCO3)on1 (centres undefined)	12	1	0	-3	5
35	COc1cc(OC)cc(C(=O)NC(C(=O)Nc2ccc3nc(C)sc3c2)C(C)C)c1 (centres undefined)	6	1	-5	-1	-1
36	C=CCSc1nnc2c(n1)OC=Nc1ccc(Br)cc1-2	-1	-1	-5	-2	7
37	O=C(CSc1nnc2n1CCCN2)c1ccc([N+](=O)[O-])cc1	-18	-5	-5	4	-5
38	O=C(Nc1ccc(F)c(Cl)c1)c1cc(C2CCCN(C(=O)CCc3ccccc3)C2)on1 (centres undefined)	-1	3	5	2	2
39	CCc1ccc(C2CC(c3ccccc3)n3ncnc3N2)cc1 (centres undefined)	-11	5	-9	-48	3
40	Cc1c2cn[nH]c(=O)c2c(C)n1Cc1ccc(F)cc1	-10	-2	-5	-9	-2

item	ADAM10 inh	ARFGAP1 inhibitor	DDE Tn7 FP inh	KLK7 zymogen act	TDP2 absorb
31	-5	-2	-2	0.0	4
32	3	9	2	-0.1	1
33	-5	-17	7	0.6	3
34	-6	-6	1	0.1	-5
35	-3	-2	-1	1.0	-3
36	10	6	6	0.3	0
37	8	-3	1	-0.5	-13
38	12	-15	-2	-0.1	-5
39	-29	4	3	-1.5	0
40	-23	6	-8	0.5	1

# More entries follow:
item	structure	ASAP1 GAP inh	LEDGF integ inh	ADAM17 inh	PLC-gamma1 inh	DDE Tn6 FP inh
41	Cc1oc(-c2cccs2)nc1CN1CCN(CC(C)C)C(CCO)C1 (centres undefined)	2	-3	-10	-33	1
42	O=C(c1cccc(-n2cccc2)c1)N1CCN(S(=O)(=O)c2ccccc2Br)CC1	-7	0	3	0	5
43	Nc1ccc2c(Cl)cc(Cl)cc2c1	-15	1	-2	-6	-2
44	CCc1cc2c(NCCC(=O)O)nc(C)nc2s1	5	0	-28	-64	-8
45	O=C(CCc1[nH]c2ccccc2c1Sc1ccccc1)NCCO	8	-1	0	-7	6
46	CCC(=O)Nc1ccc(C(=O)CN2C(=O)NC3(CCOc4ccccc43)C2=O)cc1 (centres undefined)	7	2	2	-6	0
47	CN(Cc1ccccc1)C(=S)Nc1ccc2nc3n(c(=O)c2c1)CCCCC3	-4	2	-18	-10	-6
48	CNC(=S)N/N=C/c1ccc(N2CCOCC2)s1	8	4	-24	-50	5
49	O=C1CC(c2ccncc2)c2cc3c(cc2N1)OCCO3 (centres undefined)	-10	-1	-7	-15	8
50	O=C(COCCOCC(=O)N(c1ccccn1)C1CCCCC1)N(c1ccccn1)C1CCCCC1	-6	1	2	0	-6
51	Cc1ccc(NC(=O)C2C(C(=O)O)C3C=CC2C32CC2)cc1 (centres undefined)	-10	4	0	6	6

item	ADAM10 inh	ARFGAP1 inhibitor	DDE Tn7 FP inh	KLK7 zymogen act	TDP2 absorb
41	-41	3	-4	-1.5	-1
42	-3	-4	-4	-0.4	-9
43	-8	16	5	-0.3	-2
44	-84	-9	4	1.2	-13
45	9	12	1	-0.4	-1
46	-4	14	-4	-0.3	-13
47	-55	6	-1	1.3	5
48	-76	12	5	-0.5	-4
49	-6	-6	4	1.3	1
50	-6	2	5	0.3	-1
51	1	4	5	-0.8	0
